# Screening data: PubChem, several laboratories
# phage Ecoli inh: E. coli growth loss with phage present | inhibition, % at 11.9 µM | growth absorbance | AID 651602 | actives 0.26% (n = 360,000); in the data active = inhibition above about 11%
# Tat transport: E. coli Tat transport inhibition; inhibition, % at 10 µM; AID 488895; E. coli MC4100 TorA-mCherry Tat export, fluorescence; actives 0.036% (n = 340,000);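 active = mean replicate inhibition at least 50% and at least half of replicates individually reaching 50%; inconclusive = only one of the two criteria met; inactive = neither criterion met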;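 also: exported cargo escapes ClpAP degradation while cytoplasmic cargo is degraded and loses fluorescence; 0% = median of neutral control wells and 100% = median of NaSCN control wells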
# HTR5A inv ag: inverse agonist of human HTR5A in OPRM1-OPRD1 counter-screen | actives 0.083% (n = 340,000) | P47898 | HTR5A cell line, luminescence, inverse agonism | inhibition, % at 9.3 µM; in the data active = inhibition mostly above about 23%, no sharp cut-off; inactive = mostly below about 18%;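 also: 0% = cells with DMSO and 100% = no-cell wells with DMSO; some compounds called inactive have numbers as strong as hits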
# PKA-R1A activ: PKA-R1A complex activation. activation, % at 11.4 µM. P00514+P68181. PKA-R1A dissociation, Cy5-IP20 fluorescence polarization; scaled: DMSO 0%, 113 µM cGMP 100%. actives 0.083% (n = 340,000);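 active = percent activation above the mean of all tested compounds plus 3 SD, cut at about 19% in these data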;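 also: higher means more PKAc released from R1A so a rise in polarization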
# AddAB inh: less growth of phage-infected E. coli with AddAB. E. coli expressing H. pylori AddAB, absorbance growth. inhibition, % at 11.9 µM. actives 0.29% (n = 330,000); in the data active = inhibition above about 12%;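 also: 0% = vehicle wells of infected cells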
# E coli growth: reduces bacterial viability in AddAB counter-screen | E. coli V3065 growth, OD600 absorbance, 18 h | inhibition, % at 11.9 µM | AID 449728 | actives 0.27% (n = 330,000);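 active = inhibition above the campaign's mean inhibition across all tested compounds plus 3 SD, cut at about 9.9% in these data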;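 also: uninfected addAB+ strain grown without phage in ampicillin broth; 0% = DMSO wells and 100% = ciprofloxacin 0.95 µg/ml wells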
# Mot1-301 SUMO: inhibitors of SUMOylation pathway: yeast Mot1-301 growth rescue; AID 2716; S. cerevisiae Mot1-301 growth rescue, ATP luminescence, 38.5C; percent above DMSO median, 100 means doubled; actives 1% (n = 320,000); growth rescue, % at 18.8 µM;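 active = every valid replicate shows activation above 250% relative to neutral control wells; inactive = the rest, any valid replicate at or below 250%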;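 also: OY570 slx delta 5 strain wells were the positive control but not used for scaling; some compounds called inactive have numbers as strong as hits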
# PfHsp90 set2: reduces growth (ATP signal) of yeast expressing P. falciparum Hsp90 | S. cerevisiae expressing PfHsp90, BacTiter-Glo ATP, 48 h; yeast lacking PDR1 and PDR3 efflux regulators | inhibition, % at 9.4 µM | actives 0.32% (n = 310,000);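 active = every replicate shows inhibition above about 80%, whatever the replicate mean, limit read from the data; inconclusive = mean inhibition reaches the set limit but some replicate falls short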;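 also: 0% = DMSO neutral controls and 100% = 20 µM radicicol positive controls; yeast relying on Plasmodium falciparum Hsp90 in place of its own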
# OPRM1-OPRD1 ag: agonists of human mu-delta opioid receptor heterodimerization. P35372+P41143. cells, OPRM1-OPRD1 heterodimerization, luminescence. activation, % at 9.3 µM. actives 0.3% (n = 340,000); in the data active = activation above about 18%;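 also: 0% = vehicle-treated cells and 100% = reference agonist; values of inactives mirror those of a sister screen read the other way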
# Target sequence (P35372 whole entry, looked up): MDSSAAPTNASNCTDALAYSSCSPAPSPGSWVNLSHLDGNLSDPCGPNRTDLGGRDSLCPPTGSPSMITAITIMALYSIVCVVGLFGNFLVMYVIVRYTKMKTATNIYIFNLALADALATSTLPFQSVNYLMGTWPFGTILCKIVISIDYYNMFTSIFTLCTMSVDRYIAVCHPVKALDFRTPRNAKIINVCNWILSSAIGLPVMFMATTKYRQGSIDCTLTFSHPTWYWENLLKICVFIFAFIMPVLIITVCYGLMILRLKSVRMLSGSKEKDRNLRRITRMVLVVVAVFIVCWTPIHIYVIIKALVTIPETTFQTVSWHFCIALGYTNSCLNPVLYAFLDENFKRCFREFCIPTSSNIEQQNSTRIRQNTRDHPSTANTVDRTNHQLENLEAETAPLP
# Target sequence (P41143 whole entry, looked up): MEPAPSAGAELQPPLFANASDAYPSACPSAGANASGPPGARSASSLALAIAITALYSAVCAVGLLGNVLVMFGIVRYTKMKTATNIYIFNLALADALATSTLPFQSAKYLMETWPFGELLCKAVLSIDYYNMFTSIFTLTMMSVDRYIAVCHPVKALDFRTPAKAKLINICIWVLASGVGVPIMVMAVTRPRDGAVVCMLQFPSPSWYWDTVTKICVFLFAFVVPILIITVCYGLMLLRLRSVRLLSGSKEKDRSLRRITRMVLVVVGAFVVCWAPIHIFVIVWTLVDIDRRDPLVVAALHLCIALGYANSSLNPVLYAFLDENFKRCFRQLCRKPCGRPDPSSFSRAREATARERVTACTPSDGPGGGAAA
# MOR-DOR inv ag: inverse agonists of human mu-delta opioid receptor heterodimerization; P35372+P41143; cell-based MOR-DOR heterodimer luminescence, inverse agonism; inhibition, % at 9.3 µM; actives 0.21% (n = 340,000); AID 504357; in the data active = inhibition above about 22%, passing the limit was not always enough;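 also: 0% = cells with DMSO and 100% = wells without cells with DMSO; values of inactives mirror those of a sister screen read the other way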
# PKA-R2B activ: activators of human PKA-R2B complex; P22694+P31323; PKA-R2B holoenzyme dissociation, Cy5-IP20 fluorescence polarization; R2B truncated from residue 108, S112A mutant; 0% DMSO only, 100% 113 µM cGMP; actives 0.079% (n = 340,000); activation, % at 11.4 µM; AID 504700;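 active = activation above a cutoff set at the mean over all compounds plus 3 SD, cut at about 18% in these data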;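 also: higher means more holoenzyme dissociation and a rise in polarization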
# Starred values were filed as active, the others as inactive; u = inconclusive; x = no result given.
SMILES,phage Ecoli inh,Tat transport,HTR5A inv ag,PKA-R1A activ,AddAB inh,E coli growth,Mot1-301 SUMO,PfHsp90 set2,OPRM1-OPRD1 ag,MOR-DOR inv ag,PKA-R2B activ
C=CCN(CC=C)C(=O)CN1C(=O)c2ccccc2C1=O,2.8,11,-12,2,0.3,2.1,6,-11,-1.5,7,-7
CN(C)S(=O)(=O)c1cc(NC(=O)CN2CCN(c3ccc(O)cc3)CC2)ccc1Cl,-0.6,-2,5,-11,-0.4,-1.5,-16,7,-1.6,9,-12
CCCCn1nnnc1NCc1ccc(OC)c(OC)c1,0.2,-5,-7,-7,0.3,1.1,-23,-10,-3.4,19,-15
COc1ccccc1NC(=O)C(C)Sc1nc(-c2ccccc2)cn1N (stereo unspecified),-1.2,1,4,0,-0.9,-1.6,10,9,-0.3,1,-2
OCC1(CCOc2ccccc2)CCN(Cc2ccc(OC(F)F)cc2)CC1,1.2,6,-16,0,-2.3,-2.2,-13,9,1.6,-8,-12
O=C(O)CCc1ccc(-c2cccs2)o1,x,u,11,2,0.4,0.6,-7,3,-1.5,7,-9
Cc1ccccc1OCc1csc(N)n1,1.9,-3,7,-4,3.2,2.2,39,12,-3.4,16,-13
COc1cccc(N2C(=O)C(c3ccccc3)=C(c3nc4ccccc4s3)C2NC(C)=O)c1 (stereo unspecified),2.8,7,-11,9,-1.1,0.7,-9,-18,2.1,-10,-9
CCCNC(=S)N1CCC(NC(=O)C23CC4CC(CC(C4)C2)C3)CC1,2.0,7,-4,-8,0.3,1.5,-6,x,-1.6,9,-2
COc1ccc([N+](=O)[O-])cc1NC(=O)CSCc1ccccc1,2.2,-6,4,7,3.5,0.8,3,21,0.1,-1,-5
O=C(N/N=C/c1ccccc1O)C(=O)Nc1ccccn1,0.8,5,-1,0,-1.3,0.2,5,-11,-2.4,12,0
Cn1cc(/C=C(\C(=O)O)C(C(=O)O)=C2CCCCC2)c2ccccc21,0.0,0,-16,-9,4.4,3.0,8,20,-0.4,3,-14
Cc1ccc(C2=NN(C(=O)CSc3nnnn3C)C(c3ccco3)C2)cc1 (stereo unspecified),0.1,-9,6,1,0.3,0.0,34,10,0.1,0,9
COCCNc1ccc(-c2nn(C)c(=O)c3ccccc23)cc1[N+](=O)[O-],0.2,-6,19,-2,-0.5,-0.2,1,-15,-2.3,12,-18
CSc1ccc(CNCCN2CCOCC2)cc1,-1.0,-3,-35,-6,-2.9,-1.0,18,x,-1.6,8,-26
CCOC(=O)C1(Cc2ccccc2C(F)(F)F)CCN(C2CCCC2)CC1,1.8,-9,-28,-2,4.1,1.9,-3,9,-0.4,2,-1
Cc1ccc(C(=O)COC(=O)CCc2ccc(S(=O)(=O)N3CCCCC3)cc2)cc1,2.9,-11,-27,-1,4.2,-1.2,-5,-12,-2.1,11,-2
CC(C)NC(=O)c1cccc(NC(=O)CC2SC(N3CCCCC3)=NC2=O)c1 (stereo unspecified),5.1,1,11,1,x,x,x,x,-1.5,10,2
CC(=N/O)/C(C)=N\NC(=O)c1ccccn1,3.4,-1,-18,-19,2.0,0.2,-2,12,-3.2,16,4
COc1cccc(CN2CC(C(=O)NCCN3CCOC3=O)CCC2=O)c1 (stereo unspecified),3.4,-6,-13,-14,1.9,-1.5,-17,17,-3.3,17,2
Cc1cccc(C)c1NC(=O)CSc1nnc(NC(=O)CN2CCOCC2)s1,1.7,-4,12,0,2.0,1.3,2,2,-1.0,6,-8
CCOC(=O)c1cnn(-c2ccccc2)c1-n1cccc1C(=O)C(=O)Nc1ccccc1C(F)(F)F,1.9,9,8,-6,1.2,-0.5,-1,x,2.1,-10,8
O=C(NCCO)C(=O)Nc1cc2c3c(c1)CCC(=O)N3CCC2,1.2,-5,10,0,1.1,-3.0,21,-13,-1.9,10,-1
CCOc1cc(C2NN=C(c3ccc(C)cc3)S2)ccc1O (stereo unspecified),4.5,-1,2,-6,2.0,-1.6,-2,-19,-1.2,7,2
CC(CCc1ccccc1)NC(=O)CCC(=O)N1CCC(C(N)=O)CC1 (stereo unspecified),0.0,1,1,-10,0.2,-2.3,18,-7,-2.4,11,-9
O=C1c2cc([N+](=O)[O-])ccc2-c2cc(Br)c(N=C(NO)C(F)(F)F)cc21,1.0,-2,-81,-8,x,x,x,-5,6.3,-27,-5
COc1ccc(C)cc1NC(=O)C(c1ccccc1)N1CCN(CC(=O)N2CCCC2)CC1 (stereo unspecified),3.2,5,-14,4,x,x,x,-1,-0.4,3,11
O=C(CN1CCC(C(=O)c2ccc3c(c2)OCCO3)CC1)NC1CCCC1,0.7,-5,10,-14,-0.4,-1.3,27,x,-0.8,4,0
CN(C)c1ccc(/C=N/NC(=O)c2ccc(-n3cnnn3)cc2)cc1,0.6,30,0,-6,2.1,-2.6,14,9,-2.0,8,-2
CCOC(=O)C1=C(C)N(C)C(=O)C1CC(=O)O (stereo unspecified),3.5,0,1,0,0.0,-3.6,7,3,-2.8,14,7
COC(CNC(=O)Cn1ncc2ccsc2c1=O)OC,-2.8,-5,0,-11,1.5,1.5,6,-10,-1.3,8,-11
CCCC(C)C(=O)N(Cc1ccccc1)c1ccccn1 (stereo unspecified),2.2,-6,11,-19,1.5,0.0,23,25,-2.6,15,2
CC(=O)Nc1cccc(NC(=O)COc2ccc3c(c2)OCO3)c1,5.7,-2,3,0,2.8,1.1,22,-5,0.1,-1,-6
O=C(Nc1ccc2c(c1)N(Cc1ccccc1)C(=O)c1ccccc1S2)NC1CC1,2.2,-2,-2,-7,2.5,-1.3,x,-15,-0.1,1,-1
COc1ccc(-c2nnc(SCCC(=O)O)n2C)cc1OC,3.2,-3,0,2,4.5,-2.5,76,7,-2.6,11,0
COCCCNC(=O)C(=O)Nc1cc2c3c(c1)CCN3C(=O)CC2,3.2,-9,-1,3,4.2,1.8,-6,12,-3.6,18,-13
O=C(C[n+]1cc(-c2ccc(Cl)c(Cl)c2)n2c1CCC2)N1c2ccccc2Sc2ccccc21,0.9,11,7,-3,5.8,-0.7,-13,-24,2.1,-11,4
COC(=O)c1c(NC(=O)COC(=O)c2ccc(O)cc2)sc2c1CCCCC2,4.9,2,21,-9,-1.0,-0.8,1,-20,0.0,0,-15
CC1CCN(CCNC(=O)c2ccc(NC(=O)C3CCCO3)cc2)CC1 (stereo unspecified),2.6,-1,7,-3,0.4,0.5,2,3,-1.3,8,8
COc1ccc(OC)c(C(=O)COC(=O)c2ccccc2O)c1,2.1,6,1,13,0.0,-1.2,1,-1,0.5,-2,-2
O=C(CN1CCN(Cc2ccccc2)CC1)N/N=C\C=C/c1ccco1,5.1,-5,-2,2,0.7,-0.3,6,8,4.1,-30,2
CC(C)(C)c1ccc(OCCC(=O)OCC(=O)Nc2ccc(N3CCOCC3)cc2)cc1,-0.8,-12,13,-10,0.5,-1.4,214,x,2.5,-13,-9
NC(=O)c1nn(CC(=O)Nc2cccc(S(=O)(=O)N3CCCC3)c2)c(=O)c2ccccc12,2.7,1,2,-12,-0.6,0.3,-7,1,-1.7,6,-4
O=C(CSc1nc2ccccc2o1)NC(=O)NCc1ccco1,2.3,4,-3,3,0.2,0.4,-1,17,-2.4,13,1
O=C(COC(=O)c1cc(S(=O)(=O)N2CCCCC2)ccc1N1CCOCC1)c1ccc(Cl)cc1,4.0,8,-25,-5,1.2,0.3,3,-17,0.2,-1,-13
Cc1nc(NN)nc(NCc2ccccc2)n1,2.2,2,3,-5,0.8,-0.4,-8,17,-3.7,18,-1
CC(=O)Oc1ccc(C(=O)O)c(OC(C)=O)c1,0.8,0,-9,6,2.1,-0.5,178,-23,-1.9,10,-4
CC[n+]1c(/C=C/c2ccc(OC)c(OC)c2)ccc2ccccc21,-0.7,-2,-6,-2,2.7,0.2,41,6,0.5,-3,9
CNC(=O)OC(C)CNS(=O)(=O)c1ccc(C)cc1 (stereo unspecified),1.7,-1,-29,-2,0.6,0.9,21,-11,0.8,-5,3
COCCNC(=O)/C(C#N)=C/c1cccc(NC(=O)c2ccccc2Cl)c1,-0.6,4,-4,0,2.9,1.9,-11,11,2.5,-11,1
CC(=O)Nc1ccc2c(c1)C(=O)c1ccccc1C2=O,2.9,5,-24,6,2.5,-1.4,-11,x,6.7,-37,8
O=C(CSc1cccc(C(F)(F)F)c1)Nc1ccc(N2CCOCC2)cc1,2.5,4,-14,12,1.9,1.9,9,-7,1.6,-6,-4
c1ccc(Cn2nnc3c(N4CCC5(CC4)OCCO5)ncnc32)cc1,1.3,-1,-18,-3,0.5,-1.4,-9,12,-1.0,6,5
COc1ccccc1N(CC(=O)NCCSCc1ccc(C)cc1)S(=O)(=O)c1ccccc1,-0.6,-4,-2,0,2.6,2.2,3,-9,-1.2,6,-11
O=C(CCC1CCCCC1)NNC(=O)NC12CC3CC(CC(C3)C1)C2,0.1,8,-7,11,2.5,4.0,-10,x,-0.5,3,-15
CCOC(=O)CC(=O)CSc1nc(-c2ccccc2)cc(-c2ccccc2)c1C#N,1.6,0,3,6,3.9,2.4,-2,22,-1.2,7,-9
O=C(NC1CCCCC1)C1CCN(C(=O)NCc2ccccc2)CC1,1.1,-1,-26,5,-2.4,-1.6,11,17,-3.1,16,9
COc1cccc(CNC(=O)CCCCCNC(=O)N2CCn3c2nc2ccccc23)c1,-1.6,-10,x,3,4.0,0.4,-4,13,x,x,-2
Cc1ccc(C(=O)C=CNNC(=O)c2ccccc2)cc1,-1.2,-1,2,7,5.5,2.2,-5,1,-4.3,20,-2
O=C(CNC(=O)c1cccs1)NCC(=O)OCc1ccccc1Br,-18,-6,10,-2,-0.6,-0.8,145,3,-3.3,16,-4
O=C(NCCN1C(=O)S/C(=C\c2ccc(Cl)c(Cl)c2)C1=O)c1cnccn1,0.6,-6,-13,-2,6.3,0.7,112,6,0.3,-2,-2
CC(C)(C)C(=O)COC(=O)c1ccc(O)cc1,3.6,-2,9,-4,1.5,-0.4,-1,1,-3.5,18,5
CC(C)(C)OC(=O)CNC(=O)c1nc[nH]c1C(=O)NCc1ccccc1,0.2,3,3,0,4.4,-0.9,-11,-6,0.6,-3,-11

# Arranged by molar mass (rising): some entries from above
SMILES,phage Ecoli inh,Tat transport,HTR5A inv ag,PKA-R1A activ,AddAB inh,E coli growth,Mot1-301 SUMO,PfHsp90 set2,OPRM1-OPRD1 ag,MOR-DOR inv ag,PKA-R2B activ
Cc1ccc(C(=O)C=CNNC(=O)c2ccccc2)cc1,-1.2,-1,2,7,5.5,2.2,-5,1,-4.3,20,-2
O=C(NC1CCCCC1)C1CCN(C(=O)NCc2ccccc2)CC1,1.1,-1,-26,5,-2.4,-1.6,11,17,-3.1,16,9
CC(C)(C)OC(=O)CNC(=O)c1nc[nH]c1C(=O)NCc1ccccc1,0.2,3,3,0,4.4,-0.9,-11,-6,0.6,-3,-11
